# TDP43 rescue = rescues yeast growth from TDP-43 toxicity | AID 652104 | Potency, µM (titrated, usually from 46.1 µM), inactives show top-dose growth rescue (activation), hits mostly activators | 1.8% of 410,000 active | TDP-43 expressing yeast growth rescue, BacTiter-Glo, 24 h; note: % of control where 0% means no effect; nearly all actives have a fitted effect of over 50% in size
#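 Growth rescue of TDP-43-toxic yeast measured as ATP luminescence (BacTiter-Glo). Cells grown to mid-log in raffinose, induced in galactose at OD600=0.02, exposed to compound 24 hr at 30 deg C.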
# GLP-1R agonist = GLP-1 receptor (human) agonism; P43220; HEK293 GLP-1R CRE-luciferase, luminescence, 4-6 h; cells express a hypersensitive GLP-1R form; Potency, µM (highest dose often 45.6 µM), for the others: at the highest dose activation, actives largely listed as activators; 0.007% of 380,000 active; note: % of control where 0% means no effect
# Target sequence (P43220 whole entry, looked up): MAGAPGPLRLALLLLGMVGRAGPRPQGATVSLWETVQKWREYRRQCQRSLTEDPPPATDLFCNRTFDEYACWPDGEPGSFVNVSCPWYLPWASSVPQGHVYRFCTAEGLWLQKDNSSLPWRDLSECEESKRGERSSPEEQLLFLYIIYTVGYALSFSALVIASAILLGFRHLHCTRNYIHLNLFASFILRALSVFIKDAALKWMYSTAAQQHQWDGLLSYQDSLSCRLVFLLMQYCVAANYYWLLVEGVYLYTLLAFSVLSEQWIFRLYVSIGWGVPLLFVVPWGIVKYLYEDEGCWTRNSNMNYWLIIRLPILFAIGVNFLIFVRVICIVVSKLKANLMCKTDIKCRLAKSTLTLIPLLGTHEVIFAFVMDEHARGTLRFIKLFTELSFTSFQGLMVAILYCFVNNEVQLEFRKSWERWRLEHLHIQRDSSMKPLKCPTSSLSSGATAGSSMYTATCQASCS
# HT1080 IDH1KD tx = HT-1080 IDH1 knockdown cell toxicity (counter line) | HT-1080 IDH1 knockdown viability, ATP luminescence, 48 h | Potency, µM (top dose mostly 46.1 µM), for inactives: at the highest dose activity, negative = toxicity, most hits filed as cytotoxic | 2% of 360,000 active | AID 686971;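 note: 0% = DMSO wells and -100% = cell-free medium wells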
#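 HT-1080-IDH1KD cells (IDH1 knocked down), 750/well in RPMI with 5% FBS, treated with compound 48 h at 37 degrees C. Viability by CellTiter-Glo luminescence, normalised to DMSO and no-cell wells; concentration-response curves classed.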
# KB-3-1 tox = kills parental KB-3-1 adenocarcinoma cells | KB-3-1 viability, CellTiter-Glo ATP luminescence, 72 h | Potency, µM (series often up to 46.1 µM), without a hit: top-dose activity change, negative = cytotoxic, most hits filed as cytotoxic | 1.4% of 400,000 active; note: % is set by controls: 0 for no effect and ±100 for the full control effect; nearly all actives have a fitted effect of over 60% in size
#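 Parental KB-3-1 adenocarcinoma cells in phenol-red-free DMEM with 10% FBS were pin-treated with compounds at several concentrations, incubated 72 h at 37 °C, and viability read by CellTiter-Glo luminescence; concentration-effect curves were fitted after normalization.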
# HT1080-NT tox = kills 2HG-producing HT-1080-NT fibrosarcoma cells; 1.6% of 360,000 active; HT-1080-NT fibrosarcoma viability, CellTiter-Glo ATP luminescence, 48 h; Potency, µM (highest dose often 46.1 µM), without a hit: at the highest dose activity, negative = less viability, most hits filed as cytotoxic;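 note: NT is the 2HG producing partner of a matched IDH1 knockdown line; 0% = DMSO-treated cells and -100% = media-only wells without cells; nearly all actives have a fitted effect of over 55% in size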
#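 Fibrosarcoma NT cells, 750 per well in 5% FBS RPMI, were exposed to compound for 48 hours. Viability: CellTiter-Glo luminescence.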
# KB-V1 MDR tox = KB-V1 MDR subline cytotoxicity; 3.4% of 400,000 active; Potency, µM (highest dose often 46.1 µM), for inactives: at the top dose activity change, negative = cytotoxicity, most hits filed as cytotoxic; KB-V1 MDR cells viability, CellTiter-Glo, 72 h; note: % is set by controls: 0 for no effect and ±100 for the full control effect; nearly all actives have a fitted effect of over 60% in size
#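 KB-V1 MDR subline cells in DMEM (phenol-red free, 10% FBS) exposed to compounds in qHTS concentration series for 72 h at 37 degrees C. Viability read by CellTiter-Glo luminescence; concentration-effect curves fitted after normalization and correction.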
# SW480 rerep = induces DNA re-replication in SW480 colon adenocarcinoma cells; SW480 DNA re-replication, Hoechst DNA content imaging, 48 h; 1.8% of 340,000 active; Potency, µM (top dose mostly 46.1 µM), for inactives: top-dose re-replication activation, most hits filed as activators; note: % of control where 0% means no effect; nearly all actives have a fitted effect of over 55% in size
#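 Hoechst fluorescence of nuclei (405 nm excitation, 500-530 nm emission) measured by plate-scanning imager after 48 hr compound exposure at 37 C; re-replication scored as increased number of nuclei with elevated intensity.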
# GLP1R cytotox = cytotoxic in the GLP-1 receptor inverse agonist counter-screen. HEK293 cAMP-luciferase reporter cells, luminescence, 24 h. Potency, µM (doses to about 38.3 µM), for inactives: at the highest dose activity change, negative = inhibition, actives largely listed as inhibitors. 0.13% of 410,000 active;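 note: loss of luciferase light is scored as toxicity; % is set by controls: 0 for no effect and ±100 for the full control effect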
#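 Luminescence readout: signal drop marks cytotoxicity. Plated cells grew 12 h at 37 °C, 5% CO2, received 23 nL compound for 24 h, then got luciferase reagent, read after 12 min at RT.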
# GLP1R inv ag = GLP-1 receptor (human) inverse agonism; 1.6% of 410,000 active; HEK293 GLP-1R CRE-luciferase, luminescence, 24 h; GLP-1R form is constitutively active; AID 624417; Potency, µM (series often up to 38.3 µM), without a hit: at the highest dose activity change, negative = inhibition, hits mostly inhibitors; note: % is set by controls: 0 for no effect and ±100 for the full control effect; nearly all actives have a fitted effect of over 55% in size
#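 Inverse agonists were sought by their lowering of basal cAMP reporter luciferase output in HEK293 cells stably carrying constitutively active human GLP-1R, after 24 h compound treatment.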
# * hit, by the source's call; ? = inconclusive; nt = not tested or not shown; [ ] = dose if it differs, or a comment. Calls come from the whole dose curve; as a rule, active = well fitted curve in the direction sought with a large enough effect; inconclusive = small, poorly fitted or top-dose-only effect, or another doubt; inactive = no such curve, though single readings can be large; an effect the other way counts as inactive or inconclusive. Potency is the fitted concentration of half-maximal effect.
item	Compound	TDP43 rescue	GLP-1R agonist	HT1080 IDH1KD tx	KB-3-1 tox	HT1080-NT tox
1	COc1ccc(NC(=O)CN(C)C(=O)CCc2nc3cc(S(=O)(=O)N4CCOCC4)ccc3n2C)cc1	19%	-4%	5%	-11%	1%
2	Cc1cc(=O)[nH]c(SCC(=O)Nc2ccc3c(c2)CCC3)c1C#N	14%	-1%	1%	-5%	-1%
3	CC(C)(C)OC(=O)C[C@@H]1C/C=C\C[C@H](CC(=O)NCCO)C(=O)N2CCC[C@@H]2COC1=O	?	16%	15%	23%	14%
4	CCCCNC(=O)CC1N=C2c3ccccc3N=C(SCC(=O)Nc3ccccc3OC)N2C1=O (stereo not given)	2%	8%	-21%	18%	-1%
5	Cc1cc(-c2ccco2)n(CC(=O)O)n1	-19%	-3%	-2%	1%	9%
6	Nc1ncn(CC(=O)c2ccccc2)n1	18%	10%	-12%	6%	15%
7	O=C(O)c1cccc(COc2ccccc2Cl)c1	-41%[inhibitor]	-26%	?	?	-26%
8	O=c1oc(-c2ccco2)nc2sc3c(c12)CCCC3	-16%	5%	7%	3%	5%
9	CCC(C)NC(=O)C1(C)CCC(=O)N1CCc1ccc(OC)c(OC)c1 (stereo not given)	0%	-14%	-3%	-10%	12%
10	CCn1c(COc2ccc(OC)cc2)nnc1SCC(=O)Nc1cc(OC)ccc1OC	18µM*	16%	-1%	1%	15%

item	KB-V1 MDR tox	SW480 rerep	GLP1R cytotox	GLP1R inv ag
1	?	6%	4%	-13%
2	9%	0%	-7%	-20%
3	-2%	-7%	2%	24%
4	-29%	?	-6%	0%
5	-4%	16%	12%	0%
6	-11%	-12%	-6%	14%
7	?	-11%	19%	-42%
8	-27%	-2%	10%	-5%
9	?	0%	7%	1%
10	0%	-6%	-2%	3%

# Structural class: those above containing a furan ring, fused or not (two)
item	Compound	TDP43 rescue	GLP-1R agonist	HT1080 IDH1KD tx	KB-3-1 tox	HT1080-NT tox
5	Cc1cc(-c2ccco2)n(CC(=O)O)n1	-19%	-3%	-2%	1%	9%
8	O=c1oc(-c2ccco2)nc2sc3c(c12)CCCC3	-16%	5%	7%	3%	5%

item	KB-V1 MDR tox	SW480 rerep	GLP1R cytotox	GLP1R inv ag
5	-4%	16%	12%	0%
8	-27%	-2%	10%	-5%

# Following part
item	Compound	TDP43 rescue	GLP-1R agonist	HT1080 IDH1KD tx	KB-3-1 tox	HT1080-NT tox
11	CC1(C(=O)NCc2ccccc2Br)CCN1Cc1ccc2ccccc2c1 (stereo not given)	-3%	22%	?	-1%	-22%
12	COc1ccc2nc(-c3ccccc3)cc(OC)c2c1	?	16%	-18%	3%	-24%
13	O=C(NCC(=O)N1CCC(N2CCCCC2)CC1)C1CCCCC1	14%	-7%	0%	6%	2%
14	CC1CN(C2CCCCC2)c2nc3c(c(=O)[nH]c(=O)n3C)n2C1 (stereo not given)	-13%	-1%	-6%	-6%	-16%
15	Cc1ccc(S(=O)(=O)N(C)c2ccc(NS(C)(=O)=O)cc2)cc1	3%	-2%	1%	4%	7%
16	Cc1sc2ncn(CC(=O)N3CCN(c4ccc(F)cc4)CC3)c(=O)c2c1S(=O)(=O)N1CCN(c2ncccn2)CC1	10%	-5%	nt	0%	nt
17	O=C(CN1CCc2ccccc21)NC(=O)NC1CCCCC1	16%	7%	-3%	8%	-3%
18	NS(=O)(=O)c1ccc(CCNC(=O)COC(=O)/C=C/c2cc(Br)ccc2F)cc1	?	8%	-20%	-21%	-6%
19	COc1ccccc1NC(=O)Cn1nnc(C(=O)Nc2ccccc2)c1N	1%	-1%	0%	13%	2%
20	OCc1cn(-c2ccccc2)nc1-c1cccnc1	8%	0%	8%	4%	14%

item	KB-V1 MDR tox	SW480 rerep	GLP1R cytotox	GLP1R inv ag
11	-20%	nt	-15%	?
12	?	2%	8%	?
13	14%	1%	4%	2%
14	?	-1%	-1%	1%
15	14%	1%	-6%	1%
16	-3%	nt	-5%	1%
17	-5%	2%	6%	?
18	1%	?	-4%	-27%
19	0%	5%	2%	-29%
20	0%	-41%[inhibitor]	-16%	35%[activator]

# (next part)
item	Compound	TDP43 rescue	GLP-1R agonist	HT1080 IDH1KD tx	KB-3-1 tox	HT1080-NT tox
21	O=C(COC(=O)c1nc(Cl)ccc1Cl)c1ccc(Cl)s1	13%	-6%	2%	0%	15%
22	COc1ccc(C(=O)OCC(=O)NCc2ccco2)cc1OC	-10%	1%	1%	11%	4%
23	O=C(CC1c2ccccc2Oc2ccccc21)Nc1ccccc1F	0%	8%	-2%	-6%	-1%
24	O=C(NC12CC3CC(CC(C3)C1)C2)C1CC(=O)N(c2ccc(Br)cc2)C1 (stereo not given)	-2%	0%	7%	-4%	3%
25	O=C1Nc2ccccc2S/C1=C/NCc1ccccc1Cl	7%	14%	0%	5%	0%
26	O=C1CC(c2nnc(Cc3ccc(Cl)cc3)o2)CN1c1ccccc1 (stereo not given)	?	nt	nt	1%	nt
27	O=S1(=O)N=C(N2CCCC2)c2ccccc21	9%	-4%	10%	6%	4%
28	Cc1ccc(C(=O)/C=C/Nc2cccc([N+](=O)[O-])c2)o1	27%	3%	3%	?	4%
29	O=C(COC(=O)Cc1ccc(S(=O)(=O)N2CCOCC2)s1)NCc1ccc(Cl)cc1	-20%	-1%	2%	-1%	-1%
30	COc1ccc(Nc2nc(C)cc(C)c2C(N)=O)c(OC)c1	-7%	-4%	-3%[9.24 µM]	6%	8%

item	KB-V1 MDR tox	SW480 rerep	GLP1R cytotox	GLP1R inv ag
21	18%	-8%	-7%	-12%
22	3%	-5%	-11%	9%
23	-14%	1%	-15%	-29%
24	-1%	1%	-4%	-14%
25	-4%	1%	-14%	?
26	-15%	nt	-14%	1%
27	18%	-6%	-2%	7%
28	-8%	1%	-30%	-6%
29	4%	7%	14%	68%[activator]
30	9%	0%	-14%	0%

# An excerpt from above, showing only GLP1R inv ag and KB-V1 MDR tox.
entry	SMILES	GLP1R inv ag	KB-V1 MDR tox
26	O=C1CC(c2nnc(Cc3ccc(Cl)cc3)o2)CN1c1ccccc1 (stereo not given)	1%	-15%
27	O=S1(=O)N=C(N2CCCC2)c2ccccc21	7%	18%
28	Cc1ccc(C(=O)/C=C/Nc2cccc([N+](=O)[O-])c2)o1	-6%	-8%
29	O=C(COC(=O)Cc1ccc(S(=O)(=O)N2CCOCC2)s1)NCc1ccc(Cl)cc1	68%[activator]	4%

# The results go on:
item	Compound	TDP43 rescue	GLP-1R agonist	HT1080 IDH1KD tx	KB-3-1 tox	HT1080-NT tox
31	CC(C)(C)OC(=O)CNC(=O)c1[nH]cnc1C(=O)NCC(=O)OCc1ccccc1	17%	-1%	-9%	-6%	-16%
32	O=C(NCC(=O)N1CCC(Cc2ccccc2)CC1)c1ccccc1F	14%	5%	-17%	-14%	-3%
33	COc1ccc(OCC(=O)OCc2cc(=O)n3cc(C)sc3n2)cc1	0%	nt	nt	11%	nt
34	Cc1ccc(N2C(=O)C3C4C=CC(CNC(=S)Nc5ccc(F)cc5)(O4)C3C2=O)cc1 (stereo not given)	?	-3%	0%	4%	3%
35	O=C(O)c1ccc2oc(SCC(=O)N3CCCCC3)nc2c1	-21%	-9%	10%	14%	5%
36	O=C(CN1C(=O)COc2ccc(S(=O)(=O)N3CCOCC3)cc21)N1CCN(c2ccc(F)cc2)CC1	8%	-5%	nt	17%	nt
37	COc1ccc(CCNS(=O)(=O)c2ccc(Cl)s2)cc1OC	?	2%	-2%	-1%	-1%
38	CCC(=O)N1CCc2cc(OC)c(OC)cc2C1COc1ccc(C(=O)OC)cc1 (stereo not given)	-4%	21%	?	-23%	-7%[9.24 µM]
39	CCc1nc2ccc(C(=O)NC3CCN(Cc4ccccc4)CC3)cn2c1N(C)Cc1ccc(N(C)C)cc1	14%	-5%	-6%	0%	-24%
40	COC(=O)c1nn(-c2ccc(OC)cc2)c(=O)c2c(N)sc(C)c12	21%	14%	10%	20%	7%

item	KB-V1 MDR tox	SW480 rerep	GLP1R cytotox	GLP1R inv ag
31	25%	1%	2%	-28%
32	?	nt	3%	?
33	-4%	nt	3%	?
34	-30%	?	5%	-27%
35	4%	-12%	-10%	-1%
36	?	nt	-4%	-7%
37	-8%	2%	-7%	10%
38	-23%	11%	6%	0%
39	-2%	nt	?	?
40	-16%	29µM*	-11%	-2%

# The results go on:
item	Compound	TDP43 rescue	GLP-1R agonist	HT1080 IDH1KD tx	KB-3-1 tox	HT1080-NT tox
41	O=C(O)C1=C[C@H](c2coc3ccccc3c2=O)C[C@H](OCCCCO)O1	0%	2%	2%	0%	2%
42	COc1ccc(NCc2nnc(SCC(=O)c3ccc(C)cc3)o2)cc1	11%	1%	-15%	5%	-19%
43	O=C(c1cccs1)N1CCCc2ccccc21	-7%	-8%	-13%	16%	2%
44	CCc1nnc(NC(=O)CSc2nc3ccc(OC)cc3[nH]2)s1	-12%	7%	13%	19%	10%
45	C[N+]1(C)CC2=Cc3ccccc3CC2C1 (stereo not given)	-12%	10%	8%	-16%	-2%
46	Cc1ccc(NC(=O)C(C)Sc2nc3nc(C)cc(C)n3n2)cc1 (stereo not given)	8%	4%	0%	26%	0%

item	KB-V1 MDR tox	SW480 rerep	GLP1R cytotox	GLP1R inv ag
41	-3%	-10%	5%	14%
42	0%	-4%	-1%	-5%
43	?	-3%	4%	5%
44	10%	-12%	0%	15%
45	27%	-2%	11%	-8%
46	2%	-13%	5%	2%
